Bioassay records from PubChem BioAssay.
LYPLA2 counter – blocks human lysophospholipase 2, a PME1 counter-screen; recombinant LYPLA2, FP-Rh probe fluorescence polarization; inhibition, % at 5.9 µM; 0.38% of 320,000 active; AID 2177;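 active = inhibition above the screen-wide mean plus 3 SD, limit set per campaign, cut at about 26% in these data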;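 note: 0% = LYPLA2 with DMSO and 100% = wells lacking LYPLA2 enzyme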
pPAFAH FP inh – inhibitors of human plasma PAF acetylhydrolase (pPAFAH); recombinant pPAFAH, FP-rhodamine probe fluorescence polarization; 1.5% of 330,000 active; inhibition, % at 3.39 µM; Q13093; AID 463082;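 active = inhibition above the mean inhibition across the screen plus 3 SD, cut at about 25% in these data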;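 note: inhibitors block binding of the rhodamine activity-based probe so polarization drops; 0% = enzyme with DMSO and 100% = wells lacking pPAFAH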
PAFAH2 inh – inhibitors of human PAFAH2 | Q99487 | recombinant PAFAH2, FP-rhodamine activity probe, fluorescence polarization | inhibition, % at 3.39 µM | 0.99% of 340,000 active;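 active = inhibition above the mean over all tested compounds plus 3 SD, cut at about 30% in these data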;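 note: inhibitors block probe labeling of enzyme so polarization drops; 0% = enzyme with DMSO and 100% = wells lacking PAFAH2 protein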
PAFAH1B3 FP inh – PAFAH1B3 (human) inhibition | inhibition, % at 3.39 µM | Q15102 | AID 492972 | recombinant PAFAH1B3, FP-rhodamine probe, fluorescence polarization | 0.28% of 340,000 active;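 active = inhibition above the screen-wide average of all tested compounds plus 3 SD, cut at about 25% in these data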;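 note: 0% = enzyme with DMSO only and 100% = wells lacking PAFAH1B3 protein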
PAD4 FP inh – blocks human protein arginine deiminase 4; 0.41% of 330,000 active; recombinant PAD4, RCA probe fluorescence polarization; inhibition, % at 6.36 µM;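 active = percent inhibition above a cutoff equal to the mean of all tested compounds plus 3 SD, cut at about 15% in these data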;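 note: 0% = PAD4 with RCA probe and DMSO and 100% = probe without PAD4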
GSTO1 inh – GSTO1 inhibition, counter-screen for RBBP9 inhibitors; AID 1974; inhibition, % at 5.96 µM; 1.1% of 300,000 active; P78417; recombinant GSTO1, activity-based probe fluorescence polarization;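 active = inhibition above the campaign mean inhibition plus 3 SD, cut at about 35% in these data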;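 note: 0% = GSTO1-1 with DMSO and 100% = wells lacking GSTO1-1 enzyme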
Target sequence (P78417 whole entry, looked up): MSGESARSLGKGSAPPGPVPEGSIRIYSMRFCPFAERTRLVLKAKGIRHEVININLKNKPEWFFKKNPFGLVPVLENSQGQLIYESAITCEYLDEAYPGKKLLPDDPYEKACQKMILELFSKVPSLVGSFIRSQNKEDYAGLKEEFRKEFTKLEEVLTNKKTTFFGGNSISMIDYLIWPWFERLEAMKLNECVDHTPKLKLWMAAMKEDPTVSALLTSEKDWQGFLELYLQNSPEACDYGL
PME-1 inh – blocks human protein phosphatase methylesterase 1. 0.53% of 320,000 active. inhibition, % at 5.9 µM. Q9Y570. AID 2130. recombinant PME-1, FP-Rh probe fluorescence polarization;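 active = inhibition above the campaign mean of all compounds plus 3 SD, cut at about 26% in these data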;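 note: competitive labeling of PME-1 active site by serine hydrolase directed probe; 0% = PME-1 with DMSO and 100% = wells lacking PME-1 enzyme; inhibitors block probe labeling so polarization falls and inhibition rises; many of its hits are not listed in these tables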
Target sequence (Q9Y570 whole entry, looked up): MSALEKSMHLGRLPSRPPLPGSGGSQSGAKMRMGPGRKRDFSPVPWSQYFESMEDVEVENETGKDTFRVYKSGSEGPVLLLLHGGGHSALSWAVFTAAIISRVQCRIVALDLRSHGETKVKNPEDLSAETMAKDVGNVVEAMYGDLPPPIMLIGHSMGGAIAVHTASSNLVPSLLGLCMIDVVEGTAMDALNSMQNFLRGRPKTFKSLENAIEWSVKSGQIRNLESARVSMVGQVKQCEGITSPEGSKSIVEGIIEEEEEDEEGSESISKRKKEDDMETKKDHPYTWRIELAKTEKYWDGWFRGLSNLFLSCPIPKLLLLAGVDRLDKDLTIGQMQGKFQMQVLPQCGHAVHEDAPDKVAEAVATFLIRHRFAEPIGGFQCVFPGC
PAFAH1B2 FP inh – inhibitors of human PAFAH1B2 | AID 492953 | inhibition, % at 3.39 µM | recombinant PAFAH1B2, FP-rhodamine activity probe, fluorescence polarization | P68402 | 1.2% of 340,000 active;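 active = inhibition above the mean of all tested compounds plus 3 SD, cut at about 24% in these data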;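 note: 0% = enzyme with DMSO and 100% = wells lacking PAFAH1B2; many of its hits are not listed in these tables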
LYPLA1 counter – blocks human lysophospholipase 1, a PME1 counter-screen; O75608; recombinant LYPLA1, FP-Rh probe fluorescence polarization; inhibition, % at 5.9 µM; 0.16% of 320,000 active; AID 2174;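 active = inhibition above the mean of all tested compounds plus 3 SD, set per campaign, cut at about 14% in these data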;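 note: inhibitors block serine hydrolase probe labeling of LYPLA1 so polarization falls; 0% = enzyme with DMSO and 100% = wells lacking LYPLA1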
Target sequence (O75608 whole entry, looked up): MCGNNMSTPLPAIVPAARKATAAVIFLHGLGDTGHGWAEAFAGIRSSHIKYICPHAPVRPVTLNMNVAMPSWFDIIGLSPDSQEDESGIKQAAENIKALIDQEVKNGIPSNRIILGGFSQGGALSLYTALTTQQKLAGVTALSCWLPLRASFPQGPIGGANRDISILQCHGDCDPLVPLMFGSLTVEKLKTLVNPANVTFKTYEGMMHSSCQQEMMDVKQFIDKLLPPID
Numbers without * were called inactive; . = no result given. A portion of the library. The share of hits here may be higher or lower than overall.

[1] C/C(=N/NC(N)=S)c1cc2ccc(O)cc2oc1=O
[2] CCN(CC)c1nc(-c2ccccc2)nc2c1sc(=S)n2CC
[3] CCOc1ccc(C2C(C(C)=O)=C(O)C(=O)N2CCc2c[nH]c3ccccc23)cc1 (configuration not stated)
[4] O=C(Nc1ccccc1)NC1CCCCC1
[5] O=C(OCCc1cc2ccccc2c(=O)o1)c1cccs1
[6] CCOc1ccccc1-n1nnnc1SCC(=O)NC(=O)NCc1ccco1
[7] Clc1ccc(COc2ccccn2)cc1Cl
[8] COc1ccc(-n2nc(C(=O)NCC(=O)NC3CCCC(C)C3C)c3ccccc3c2=O)cc1 (configuration not stated)
compound no. | 1 | 2 | 3 | 4 | 5 | 6 | 7 | 8
pPAFAH FP inh | -0.3 | -3.3 | 0.6 | 2.1 | -0.1 | 14.3 | -4.2 | 6.4
PAFAH1B3 FP inh | 6.2 | 3.1 | 5.5 | 6.5 | 7.7 | 10.1 | 9.1 | 2.5
PME-1 inh | 7.4 | 0.5 | 1.8 | -0.1 | 3.4 | 2.8 | -3.0 | -0.3
PAFAH1B2 FP inh | 3.1 | 2.8 | 2.3 | 2.3 | -5.8 | 6.1 | 0.3 | 3.1
LYPLA1 counter | 0.1 | -0.3 | -1.2 | -2.3 | -0.9 | -4.2 | 3.0 | -5.0
PAD4 FP inh | -14.7 | -0.2 | -3.8 | 0.3 | -1.4 | 0.4 | -0.6 | -3.6
GSTO1 inh | 29.2 | 3.4 | 6.1 | -0.4 | . | 3.0 | 9.8 | 0.9
LYPLA2 counter | -8.9 | 0.5 | -0.1 | 3.7 | 4.8 | -3.3 | 4.6 | -4.3
PAFAH2 inh | 2.0 | 2.6 | 2.8 | -3.5 | -11.2 | -1.4 | -12.4 | -2.2

[9] COc1ccc(-n2nnnc2-c2cccc(OC)c2)cc1
[10] Cc1nc(NC(C)(C)CO)c([N+](=O)[O-])cc1[N+](=O)[O-]
[11] COc1ccc(NC(=O)CCCN2C(=O)C3CC=CCC3C2=O)cc1 (configuration not stated)
[12] COc1ccc(Cl)cc1-n1c(C)cc(C=O)c1C
[13] Cc1n[nH]c(C)c1CCNCc1ccc(OCC(O)CN2CCCCC2)cc1 (configuration not stated)
[14] CCN(CC)CCOC(=O)c1ccc(NC(=O)COc2cc(=O)n(CC)c3ccccc23)cc1
[15] Cc1ccc(C)c(NC(=O)Cn2nnc(-c3ccc(N4CCOCC4)cc3)n2)c1
[16] O=C(CN1CCCCC1)NNC(=O)c1ccc([N+](=O)[O-])cc1
compound no. | 9 | 10 | 11 | 12 | 13 | 14 | 15 | 16
pPAFAH FP inh | 2.1 | 2.1 | 1.1 | -4.4 | 1.8 | -3.3 | -0.2 | 4.5
PAFAH1B3 FP inh | -5.5 | 2.9 | 13.0 | 1.8 | -4.8 | 1.2 | -0.3 | 1.3
PME-1 inh | -0.4 | -0.6 | 5.9 | -9.2 | 7.6 | 1.2 | 1.0 | 1.9
PAFAH1B2 FP inh | 6.1 | -8.0 | 2.3 | -5.4 | -1.5 | 0.0 | -0.6 | 1.9
LYPLA1 counter | 1.8 | 1.4 | 1.2 | -2.2 | 0.5 | 0.0 | 2.6 | -6.6
PAD4 FP inh | 4.9 | 1.1 | 2.5 | -9.1 | 5.6 | -3.1 | -5.6 | -3.5
GSTO1 inh | -1.4 | 1.5 | 0.9 | -10.2 | 3.0 | -1.2 | -1.2 | -1.6
LYPLA2 counter | 11.5 | 2.6 | -0.4 | -5.7 | -3.1 | -6.4 | 3.1 | -4.7
PAFAH2 inh | 7.5 | 2.2 | 1.9 | 0.2 | 4.0 | -2.9 | 0.9 | -2.9

[17] CC(C)C(=O)N1CCN(c2ccc(NC(=O)c3ccc(Br)o3)cc2)CC1
[18] CCOc1cc(CNC(C)C)c(Cl)cc1OCC(=O)NCCc1ccccc1
[19] CC1CC(C)CN(C(=O)CNC(=O)c2ccc3ccccc3c2)C1 (configuration not stated)
[20] CCCCCCCNC(=O)c1ccc(N2CCC3(CC2)OCCO3)c([N+](=O)[O-])c1
[21] CC(C)(C)N(Cc1ccccc1)C(=O)COC(=O)c1ccccc1SCC(=O)N1CCCC1
[22] Cc1c(NC(=O)CSCc2ccccc2)cccc1C(=O)O
[23] CC1=C(C)/C(=N\OC(=O)/C=C/c2ccccc2)C=CC1=O
[24] O=c1c(-c2ccc3c(c2)OCCO3)coc2cc(OC3OC(CO)C(O)C(O)C3O)ccc12 (configuration not stated)
compound no. | 17 | 18 | 19 | 20 | 21 | 22 | 23 | 24
pPAFAH FP inh | 4.0 | -5.8 | -3.1 | 9.9 | 5.5 | -0.2 | 3.8 | -2.8
PAFAH1B3 FP inh | 0.2 | 13.3 | -1.0 | 3.8 | 1.2 | 17.6 | 8.2 | 7.9
PME-1 inh | -0.3 | -1.9 | 7.2 | 3.5 | -0.1 | -3.0 | -6.7 | 0.8
PAFAH1B2 FP inh | -0.7 | 1.6 | 2.2 | 7.6 | 4.6 | 6.3 | 2.8 | 1.0
LYPLA1 counter | 2.4 | -1.1 | -1.5 | -1.2 | 0.1 | -1.3 | -1.7 | 0.8
PAD4 FP inh | -0.8 | 1.1 | 2.1 | 1.9 | -1.4 | -2.0 | -2.8 | 5.1
GSTO1 inh | 1.8 | -0.8 | -0.2 | -4.4 | -3.9 | 3.6 | 10.2 | -3.7
LYPLA2 counter | 3.2 | -0.7 | 0.8 | 15.7 | 2.7 | -0.3 | -1.2 | 1.3
PAFAH2 inh | 2.4 | 10.8 | 6.0 | 3.4 | -3.3 | 2.7 | -5.7 | -7.2

12 compounds out of the list, sorted by formula weight, largest number first:
[21] CC(C)(C)N(Cc1ccccc1)C(=O)COC(=O)c1ccccc1SCC(=O)N1CCCC1
[14] CCN(CC)CCOC(=O)c1ccc(NC(=O)COc2cc(=O)n(CC)c3ccccc23)cc1
[24] O=c1c(-c2ccc3c(c2)OCCO3)coc2cc(OC3OC(CO)C(O)C(O)C3O)ccc12 (configuration not stated)
[17] CC(C)C(=O)N1CCN(c2ccc(NC(=O)c3ccc(Br)o3)cc2)CC1
[18] CCOc1cc(CNC(C)C)c(Cl)cc1OCC(=O)NCCc1ccccc1
[15] Cc1ccc(C)c(NC(=O)Cn2nnc(-c3ccc(N4CCOCC4)cc3)n2)c1
[13] Cc1n[nH]c(C)c1CCNCc1ccc(OCC(O)CN2CCCCC2)cc1 (configuration not stated)
[19] CC1CC(C)CN(C(=O)CNC(=O)c2ccc3ccccc3c2)C1 (configuration not stated)
[22] Cc1c(NC(=O)CSCc2ccccc2)cccc1C(=O)O
[23] CC1=C(C)/C(=N\OC(=O)/C=C/c2ccccc2)C=CC1=O
compound no. | 21 | 14 | 24 | 17 | 18 | 15 | 13 | 19 | 22 | 23
pPAFAH FP inh | 5.5 | -3.3 | -2.8 | 4.0 | -5.8 | -0.2 | 1.8 | -3.1 | -0.2 | 3.8
PAFAH1B3 FP inh | 1.2 | 1.2 | 7.9 | 0.2 | 13.3 | -0.3 | -4.8 | -1.0 | 17.6 | 8.2
PME-1 inh | -0.1 | 1.2 | 0.8 | -0.3 | -1.9 | 1.0 | 7.6 | 7.2 | -3.0 | -6.7
PAFAH1B2 FP inh | 4.6 | 0.0 | 1.0 | -0.7 | 1.6 | -0.6 | -1.5 | 2.2 | 6.3 | 2.8
LYPLA1 counter | 0.1 | 0.0 | 0.8 | 2.4 | -1.1 | 2.6 | 0.5 | -1.5 | -1.3 | -1.7
PAD4 FP inh | -1.4 | -3.1 | 5.1 | -0.8 | 1.1 | -5.6 | 5.6 | 2.1 | -2.0 | -2.8
GSTO1 inh | -3.9 | -1.2 | -3.7 | 1.8 | -0.8 | -1.2 | 3.0 | -0.2 | 3.6 | 10.2
LYPLA2 counter | 2.7 | -6.4 | 1.3 | 3.2 | -0.7 | 3.1 | -3.1 | 0.8 | -0.3 | -1.2
PAFAH2 inh | -3.3 | -2.9 | -7.2 | 2.4 | 10.8 | 0.9 | 4.0 | 6.0 | 2.7 | -5.7

[10] Cc1nc(NC(C)(C)CO)c([N+](=O)[O-])cc1[N+](=O)[O-]
[12] COc1ccc(Cl)cc1-n1c(C)cc(C=O)c1C
compound no. | 10 | 12
pPAFAH FP inh | 2.1 | -4.4
PAFAH1B3 FP inh | 2.9 | 1.8
PME-1 inh | -0.6 | -9.2
PAFAH1B2 FP inh | -8.0 | -5.4
LYPLA1 counter | 1.4 | -2.2
PAD4 FP inh | 1.1 | -9.1
GSTO1 inh | 1.5 | -10.2
LYPLA2 counter | 2.6 | -5.7
PAFAH2 inh | 2.2 | 0.2

Next records follow:
[25] Cc1cccc2cc(CN(Cc3cccnc3)C(=O)c3ccccc3F)c(Cl)nc12
[26] COc1c(O)cnn(-c2ccccc2)c1=O
[27] Cc1ccccc1C(=O)N1CCC(C(=O)NN2C(=O)NC3(CCCCC3)C2=O)CC1
[28] O=C(Nc1ccc2c(c1)C(=O)NC2=O)c1ccc(S(=O)(=O)N2CCCC2)cc1
compound no. | 25 | 26 | 27 | 28
pPAFAH FP inh | 18.3 | 5.8 | 3.1 | -9.9
PAFAH1B3 FP inh | -1.9 | 10.0 | 0.8 | -10.9
PME-1 inh | 2.7 | -0.5 | -0.6 | -3.3
PAFAH1B2 FP inh | 0.5 | -2.2 | -1.7 | 1.3
LYPLA1 counter | -4.7 | 1.6 | -1.6 | -5.2
PAD4 FP inh | 2.5 | -1.0 | -1.2 | -10.2
GSTO1 inh | -2.6 | 3.8 | . | -2.8
LYPLA2 counter | 2.4 | -0.9 | -0.6 | -8.7
PAFAH2 inh | 6.4 | -3.5 | -12.7 | -5.7
